From PubChem BioAssay
PP1 counter: counter-screen for PP5 inhibitors: inhibitors of human PP1-alpha; P62136; purified PP1alpha, OMFP fluorescence; inhibition, % at 6.7 µM; 320,000 tested, 0.9% active; AID 2235;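 active means inhibition above the mean inhibition of all tested compounds plus 3 SD, computed separately for each screening campaign, cut at about 15% in these data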
Target sequence (P62136 whole entry, looked up): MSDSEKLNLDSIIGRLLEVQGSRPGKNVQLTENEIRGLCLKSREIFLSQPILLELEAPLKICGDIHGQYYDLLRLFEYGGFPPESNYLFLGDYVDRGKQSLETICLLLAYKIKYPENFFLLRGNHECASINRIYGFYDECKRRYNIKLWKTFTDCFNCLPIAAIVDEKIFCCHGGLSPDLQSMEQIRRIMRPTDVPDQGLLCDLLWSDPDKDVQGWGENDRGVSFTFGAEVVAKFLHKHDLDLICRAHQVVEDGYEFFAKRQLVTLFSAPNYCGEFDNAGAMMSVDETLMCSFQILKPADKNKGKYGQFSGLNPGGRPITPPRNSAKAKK
Efflux pump inh: blocks antifungal efflux pumps in multiplex yeast assay; AID 485275; S. cerevisiae Candida pump triplex, Nile Red efflux; 330,000 tested, 0.44% active; inhibition, % at 10 µM;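 active means plate passing quality check with inhibition over a set limit, or well fluorescence over plate mean plus 4 SD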;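 further: Nile Red retained in pooled yeast measured as flow cytometry median fluorescence; 0% = buffer negative control and 100% = Enniatin B positive control; higher means more Nile Red kept so more efflux inhibition; some compounds called inactive have numbers as strong as hits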
PREPL inhibitor: inhibitors of human prolyl oligopeptidase-like enzyme PREPL; 320,000 tested, 0.68% active; recombinant PREPL, fluorescence polarization activity-based probe; AID 2751; Q4J6C6; inhibition, % at 5.96 µM; in the data active means inhibition above about 43%;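 further: 0% = enzyme with DMSO and 100% = wells lacking enzyme; many of its hits are not listed in these tables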
JMJD2C inh: inhibitors of human GASC-1 (JMJD2C) demethylase. GST-JMJD2C(1-420) H3K9me3 demethylation, DELFIA europium. AID 2099. 330,000 tested, 0.069% active. inhibition, % at 2.35 µM. Q9H3R0;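 active means more than half of a compound's replicate wells show inhibition beyond 50%, single wells judged on their own value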;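 further: signal counts dimethyl H3K9 product captured on neutravidin plate; 0% = median of DMSO wells and 100% = 0.3 times that DMSO median; strong numbers were not always called active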
Target sequence (Q9H3R0 1-420 limits assumed): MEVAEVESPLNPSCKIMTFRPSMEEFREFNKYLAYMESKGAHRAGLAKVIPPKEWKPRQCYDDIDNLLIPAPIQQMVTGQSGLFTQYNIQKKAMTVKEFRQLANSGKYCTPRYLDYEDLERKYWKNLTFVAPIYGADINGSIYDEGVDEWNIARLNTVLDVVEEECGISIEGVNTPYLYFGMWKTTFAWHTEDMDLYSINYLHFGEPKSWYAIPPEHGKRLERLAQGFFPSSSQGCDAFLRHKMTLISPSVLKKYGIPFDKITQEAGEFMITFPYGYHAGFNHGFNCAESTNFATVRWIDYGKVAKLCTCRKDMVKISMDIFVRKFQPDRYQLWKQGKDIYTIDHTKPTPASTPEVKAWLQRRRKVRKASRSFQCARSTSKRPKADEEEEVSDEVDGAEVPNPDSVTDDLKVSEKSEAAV
PP5 primary: PP5 (human) phosphatase inhibition; P53041; purified PP5c, OMFP substrate fluorescence; inhibition, % at 6.7 µM; 320,000 tested, 0.18% active;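 active means inhibition above the campaign's mean inhibition across all tested compounds plus 3 SD, cut at about 9.5% in these data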;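 further: 0% = DMSO only and 100% = 100 µM cantharidin control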
LYPLA2 inh: counter-screen for PME1 inhibitors: inhibitors of human LYPLA2. O95372. recombinant LYPLA2, FP-Rh probe fluorescence polarization. inhibition, % at 5.9 µM. 320,000 tested, 0.38% active. AID 2177;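 active means inhibition above the screen-wide mean plus 3 SD, limit set per campaign, cut at about 26% in these data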;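 further: 0% = LYPLA2 with DMSO and 100% = wells lacking LYPLA2 enzyme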
Target sequence (O95372 whole entry, looked up): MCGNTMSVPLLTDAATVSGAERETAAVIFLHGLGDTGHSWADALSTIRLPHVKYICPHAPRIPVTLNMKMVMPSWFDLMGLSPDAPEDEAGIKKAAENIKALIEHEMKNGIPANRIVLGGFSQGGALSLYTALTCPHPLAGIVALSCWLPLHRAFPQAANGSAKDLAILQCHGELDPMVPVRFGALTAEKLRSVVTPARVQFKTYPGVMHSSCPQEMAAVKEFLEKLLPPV
HCV core dimer: HCV core protein dimerization inhibition | TR-FRET GST/Flag-core106 dimerization, 1536-well | inhibition, % at 5 µM | 300,000 tested, 0.33% active;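 active means inhibition above the mean of all tested compounds plus 3 SD, set per screening campaign, cut at about 45% in these data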
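assay system = GST-tagged and Flag-tagged HCV core protein residues 1-106 | controls = unlabelled core106 and no-GST-core106 wells | incubation = compound-protein-antibody incubation 4 h at 22.5 °C | probe or stimulus = Eu donor and XL665 acceptor anti-tag antibodies | read-out = % inhibition based on acceptor/donor emission ratio | signal = TR-FRET 671 and 617 nm emission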
Fh CTSL1 inh: counter-screen for PFM18AAP inhibitors: inhibitors of F. hepatica cathepsin L1 | recombinant F. hepatica cathepsin L1, Z-Leu-Arg-MCA fluorescence | inhibition, % at 5.96 µM | 300,000 tested, 0.49% active | AID 1906;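 active means inhibition above the mean of all tested compounds plus 3 SD, set per screening campaign, cut at about 17% in these data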;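 further: 0% = plate median of test compound wells and 100% = 1 µM Z-Phe-Ala-diazomethylketone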
TPT1 inhibitor: C. albicans TPT1 enzyme inhibition | recombinant caTPT1, FP RNA substrate dephosphorylation | inhibition, % at 5 µM | 300,000 tested, 0.81% active | AID 1962;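 active means inhibition above the mean of all tested compounds plus 3 SD, set per screening campaign, cut at about 24% in these data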;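 further: plate controls were DMSO alone for no effect and ferristatin control at 100 nM for full effect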
* marks the source's active call; other numbers are inactive results; i = inactive; . = no result given. Not all compounds are listed, so the mix of outcomes need not match the whole.

SMILES	PP1 counter	Efflux pump inh	PREPL inhibitor	JMJD2C inh	PP5 primary	LYPLA2 inh	HCV core dimer	Fh CTSL1 inh	TPT1 inhibitor
Cc1ccc(NC(=O)CCC(=O)NNC(=O)C(C)(C)C)c(C)c1	-7.1	-0.1	7.6	11.5	1.7	-1.5	-3.6	0.4	-0.9
CC1=C(C(=O)Nc2ccc(C)cc2C)C(c2cccc([N+](=O)[O-])c2)n2nc(C(=O)OC(C)C)nc2N1 (stereo not given)	1.4	0.8	2.9	-4.3	-0.4	-0.6	5.5	1.0	-1.2
CCNc1ccc(C(=O)NN=C2CCCC2)cc1[N+](=O)[O-]	0.8	-0.1	21.5	.	-0.7	0.5	2.7	3.5	1.4
CCCCN(Cc1ccccc1)S(=O)(=O)c1ccc2[nH]c(=O)oc2c1	7.0	0.0	-6.1	7.7	0.2	-5.3	10.9	-0.2	0.5
CCOC(=O)c1c(C)nc2sc3c(=O)n(-c4ccc(C(C)=O)cc4)nnc3c2c1-c1ccc(Cl)cc1	1.6	0.1	12.4	-2.1	0.6	4.9	13.8	2.7	0.9
O=C(C1CCCO1)N(c1cccc(Cl)c1)C1C=CS(=O)(=O)C1 (stereo not given)	0.7	0.1	4.5	-4.5	-0.7	-4.7	0.5	4.3	1.6
O=C1CCC(c2ccc3c(c2)CCC3)=NN1	1.6	0.0	-16.1	-32.0	-0.9	2.8	9.7	2.9	0.4
C=CCn1c(SCc2ccc([N+](=O)[O-])cc2)nnc1C(C)NC(=O)c1ccccc1 (stereo not given)	-3.0	0.0	14.4	-15.7	5.3	-4.9	-3.5	6.6	-2.5
Cc1[nH]n(-c2cccc([N+](=O)[O-])c2)c(=O)c1-c1ccccc1	-5.6	0.0	-1.6	-5.4	2.5	1.6	-11.4	-6.4	-2.2
Cc1ccc(NC(=S)NC2CCSc3ccccc32)cc1C (stereo not given)	4.8	1.0	-28.4	2.7	3.2	-9.2	10.5	3.6	-1.0
O=C(c1ccc(-c2ccccc2)cc1)N1CCN(c2ccccn2)CC1	-1.1	0.1	10.5	-1.1	3.4	20.2	1.4	1.3	-1.8
COc1ccc(C(=O)OCC(=O)NC(=O)NC(C)C)cc1OC	-0.6	0.0	0.2	-1.0	-1.2	6.3	-1.4	-2.9	2.3
COc1ccccc1NC(=O)C1CC(=O)N(c2ccc(F)cc2)C1 (stereo not given)	7.6	0.2	0.1	4.5	5.0	0.6	-10.4	-0.8	-2.2
CCCCCCc1nc(C(N)=O)c2[nH]c(=O)n(-c3ccc(OCC)cc3)c2n1	0.6	0.1	0.6	-0.8	1.2	-4.3	16.8	0.8	1.5
CCOc1cccc2sc(N(CCN(CC)CC)C(=O)c3cccc([N+](=O)[O-])c3)nc12	-2.8	-0.1	12.8	-0.5	1.5	7.8	2.3	2.1	2.3

Ordered by value in Efflux pump inh (falling): 3 from the list above
compound	Efflux pump inh
Cc1ccc(NC(=S)NC2CCSc3ccccc32)cc1C (stereo not given)	1.0
COc1ccc(C(=O)OCC(=O)NC(=O)NC(C)C)cc1OC	0.0
CCOc1cccc2sc(N(CCN(CC)CC)C(=O)c3cccc([N+](=O)[O-])c3)nc12	-0.1

Continued:
SMILES	PP1 counter	Efflux pump inh	PREPL inhibitor	JMJD2C inh	PP5 primary	LYPLA2 inh	HCV core dimer	Fh CTSL1 inh	TPT1 inhibitor
COc1ccc(OC)c(NC(=O)Cc2coc3ccc(C)cc23)c1	-3.4	0.1	-2.4	7.2	-1.1	0.3	2.0	-1.5	1.9
CCOC(=O)c1ccc(Oc2nc(OC)cc(OC)n2)cc1	-0.9	0.2	2.8	2.6	3.4	4.0	0.3	-2.1	1.3
CCCOc1ccc(C(=O)NCCO)cc1	-6.7	0.1	7.6	-9.5	-1.9	-2.9	0.8	3.1	1.7
COC(=O)c1scc(C)c1N/N=C(\C)c1ccc(F)cc1	-1.6	-0.1	14.4	9.8	-0.7	-1.3	-4.3	-1.2	1.2
COc1ccccc1/C=N/Nc1nc(C)c(C(C)=O)s1	1.2	0.9	9.4	0.3	0.8	-0.3	-23.1	2.8	28.0*
Cc1ccc(C(=O)N2CCN(c3ccccc3O)CC2)cc1S(=O)(=O)N1CCCCC1	-2.5	-0.1	16.0	-8.7	-1.1	6.1	3.1	-1.0	-1.9
CCc1ccccc1NC(=O)c1sc2nc(C)cc(C)c2c1N	3.2	0.0	2.3	-21.2	0.3	-0.1	3.3	1.0	-2.7
Cc1ccc(-n2c(=O)cc(N3CCCCCC3)[nH]c2=O)cc1	2.2	0.0	27.1	19.1	1.3	6.8	-15.1	-0.8	-1.7
Cc1cc(C(=O)N/N=C/C=C/c2ccccc2)n[nH]1	-4.6	0.1	-3.2	1.5	-0.5	1.3	-2.1	1.5	0.7
Cn1c(SCC(=O)NC2CCS(=O)(=O)C2)nnc1-c1ccco1 (stereo not given)	-3.8	-0.2	3.6	0.7	2.9	1.4	.	.	.
O=C(O)c1ccccc1C(=O)Nc1ccc(S(=O)(=O)Nc2ccc(F)cc2)cc1	-2.5	0.1	-16.8	-0.5	2.3	0.7	10.3	0.9	-0.7
COc1ccc2c(c1)nc(SCC(=O)c1ccc(Br)s1)n2C	0.3	0.0	11.4	6.8	2.4	-4.7	-8.1	0.1	1.9
CCOC(=O)c1oc2ccccc2c1NC(=O)COc1cccc(OC)c1	2.8	0.1	5.1	5.4	2.9	0.0	2.5	0.0	0.3
CC12CC(NC(=O)N1c1cccc(C(=O)Nc3ncn[nH]3)c1)c1ccccc1O2 (stereo not given)	2.4	0.0	-8.6	2.3	2.5	4.8	-1.6	-0.3	1.2
CCCCCCC(=O)Nc1c(O)c2ccccc2[nH]c1=O	-1.4	0.0	-6.6	17.4	1.4	-1.7	2.1	-4.8	-6.4
COc1ccc(NC(=O)c2nn(C)c(=O)c3ccccc23)cc1S(=O)(=O)Nc1ccccc1Cl	-1.1	0.0	-5.5	-3.0	-1.8	-10.4	8.4	0.0	-0.9
CC1CCN(S(=O)(=O)c2nnc(NC(=O)c3cccc(Cl)c3)s2)CC1	0.1	-0.2	0.5	-10.9	1.4	0.3	18.6	2.3	-3.1
Cc1ccc(-c2ccc(/C=N/N3C(=O)C4C5C=CC(C6CC56)C4C3=O)o2)c([N+](=O)[O-])c1 (stereo not given)	5.5	-0.1	3.7	-25.0	2.7	-1.1	31.4	3.5	-18.0
COc1ccc(C)c2sc(N3CCCC3)nc12	0.9	0.4	14.4	19.9	-0.1	1.1	-0.7	3.9	3.8
CC1(C)C2CCC1(C)C(OC(=O)c1ccc(O)cc1)C2 (stereo not given)	-2.8	0.0	-1.3	129.2	3.9	-8.3	-0.9	-0.7	-2.1
O=C(NCCSc1ccc(Br)cc1)c1ccccc1	-3.5	0.0	-4.7	5.8	-0.3	22.7	7.6	3.6	-6.0
COC(=O)C1CCN(C(=O)c2ccccc2Oc2ccccc2)CC1	0.0	0.0	-5.5	2.1	-2.1	-0.9	-2.3	0.0	-2.4
O=C(Nc1ccccc1Br)c1c(F)cccc1Cl	-1.2	0.1	5.2	1.2	2.1	-7.1	-2.5	3.3	1.9
CCOc1ccc(-c2csc(NC(=O)C3CCCO3)n2)cc1 (stereo not given)	-1.6	0.0	4.2	18.2	-0.1	9.8	0.1	1.6	2.3
COc1ccc(C(=O)Nc2ccc(N3CCN(c4ccc(OC)cc4)CC3)c(C#N)c2)cc1	-4.2	0.1	16.1	15.0	2.7	1.3	2.8	-1.0	2.5
CCN1CCN(C(=O)C(C)N(c2ccc(C)cc2)S(C)(=O)=O)CC1 (stereo not given)	-1.8	-0.2	-0.5	-1.7	-0.8	-0.6	-0.7	3.2	-1.3
COc1ccc(-c2noc(CCCOc3ccccc3)n2)cc1OC	0.4	-0.1	-21.5	-3.1	3.2	3.6	-2.1	-0.5	4.0
O=C(NC1=NCCS1)C1CC(=O)N(c2ccc(Cl)cc2)C1 (stereo not given)	2.0	-0.2	9.6	-2.0	2.5	-0.3	1.2	-8.4	1.1
O=C(Nc1cccc(-c2cn3ccccc3n2)c1)c1cccs1	-1.4	0.2	-1.7	-9.0	8.3	-4.5	1.1	2.0	-3.9
CCOC(=O)c1c(-c2cccc([N+](=O)[O-])c2)csc1NC(=O)C1CC1	4.7	0.1	8.0	i	1.4	2.4	-3.1	-8.6	2.3
CC(C)(C)NC(NC(=O)Cc1ccccc1)C(Cl)(Cl)Cl (stereo not given)	-1.2	0.3	-4.2	7.8	2.9	-0.9	-3.1	-1.7	-1.4
C[C@H]1C=C(C(=O)O)O[C@@H](OCc2ccc(CO)cc2)C1	1.1	-0.2	-2.6	11.5	-0.6	-3.5	-1.8	-1.8	-2.6
CCOc1ccc(Nc2ncnc(N)n2)cc1	3.2	-0.2	4.5	-5.7	0.7	4.9	-4.3	3.1	-3.0
CC1CCN(C(c2ccc(N(C)C)cc2)c2nnnn2Cc2ccccc2)CC1 (stereo not given)	1.1	0.0	8.6	0.0	0.8	-3.0	13.9	4.3	4.1
Cc1ccccc1C(=O)Nc1ccc(-c2nnc(SC(C)C(=O)O)n2C)cc1 (stereo not given)	-9.7	-0.1	-6.8	4.5	1.0	1.2	2.1	3.4	-2.3
COc1cc(Oc2ccccc2)nc(N)n1	0.9	0.1	11.7	-1.4	4.7	-0.4	-12.2	29.6*	0.1
CCCC(CCC(=O)Nc1ccc(C(=O)OCC)cc1)C(=O)O (stereo not given)	-1.8	-0.1	-2.5	-1.8	1.7	-3.8	-5.3	-0.7	-5.0
CCCn1c(N2CCN(Cc3ccc(Cl)cc3)CC2)nc2ccccc21	1.1	0.1	20.3	37.5	0.9	8.4	4.6	1.8	-4.2
CCCCN(C(=O)c1ccc(Cl)c(S(=O)(=O)N2CCOCC2)c1)c1c(N)n(CCC)c(=O)[nH]c1=O	-1.9	-0.1	14.5	6.5	-0.8	10.5	-4.4	-4.6	-2.1
Cc1ccc(NC(=O)C2CCCN2C(=O)Oc2ccccc2)cc1 (stereo not given)	0.5	-0.2	-1.3	-0.8	-0.4	4.3	-3.2	0.8	0.5
O=S(=O)(Nc1ccc(Cl)cn1)c1ccc2c(c1)OCCO2	-1.8	-0.1	9.9	i	-0.1	1.1	-1.7	-1.5	0.0
O=C(NC1=C(Nc2ccc(Cl)cc2)C(=O)c2ccccc2C1=O)c1ccccc1	2.5	-0.7	27.2	3.6	0.0	-19.6	-8.3	6.6	0.3

Structural class: those above containing fluorine.
SMILES	PP1 counter	Efflux pump inh	PREPL inhibitor	JMJD2C inh	PP5 primary	LYPLA2 inh	HCV core dimer	Fh CTSL1 inh	TPT1 inhibitor
COc1ccccc1NC(=O)C1CC(=O)N(c2ccc(F)cc2)C1 (stereo not given)	7.6	0.2	0.1	4.5	5.0	0.6	-10.4	-0.8	-2.2
COC(=O)c1scc(C)c1N/N=C(\C)c1ccc(F)cc1	-1.6	-0.1	14.4	9.8	-0.7	-1.3	-4.3	-1.2	1.2
O=C(O)c1ccccc1C(=O)Nc1ccc(S(=O)(=O)Nc2ccc(F)cc2)cc1	-2.5	0.1	-16.8	-0.5	2.3	0.7	10.3	0.9	-0.7
O=C(Nc1ccccc1Br)c1c(F)cccc1Cl	-1.2	0.1	5.2	1.2	2.1	-7.1	-2.5	3.3	1.9
